# Polio RdRp inh: inhibitors of poliovirus RNA polymerase binding and polymerization; P03300; poliovirus polymerase elongation, fluorescence polarization; stronger effect = lower value; % elongation, % (compound at 16.7 µg/mL); actives 0.66% (n = 150,000); AID 588519; in the data active means % elongation below about 90%; further: some results filed as inactive read as strong as hits
# Target sequence (P03300 1749-2209 limits assumed): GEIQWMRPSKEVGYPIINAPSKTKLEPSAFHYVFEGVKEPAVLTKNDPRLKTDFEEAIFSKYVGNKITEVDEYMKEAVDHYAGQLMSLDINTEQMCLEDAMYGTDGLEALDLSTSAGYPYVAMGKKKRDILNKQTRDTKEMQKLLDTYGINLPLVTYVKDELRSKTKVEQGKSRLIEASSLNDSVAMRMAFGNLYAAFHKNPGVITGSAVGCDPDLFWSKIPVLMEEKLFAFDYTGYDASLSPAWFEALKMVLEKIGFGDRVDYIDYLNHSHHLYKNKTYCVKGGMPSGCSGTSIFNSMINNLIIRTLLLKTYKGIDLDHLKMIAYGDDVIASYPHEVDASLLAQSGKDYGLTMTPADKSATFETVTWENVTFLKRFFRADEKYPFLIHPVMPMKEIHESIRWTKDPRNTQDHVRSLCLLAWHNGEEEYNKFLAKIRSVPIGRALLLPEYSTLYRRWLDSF
# Polio RdRp inh FP z-score: also measured in Polio RdRp inh; calls as there; z-score; measured here: FP z-score; hits read low
# * hit, by the source's call. A portion of the library; count on the stated rates, not on these rows.
# Each structure is followed by: Polio RdRp inh | Polio RdRp inh FP z-score
> CC(=O)Nc1ccc(NC(=O)CN(CCc2ccccc2)S(C)(=O)=O)cc1
  101 | 0.3
> Cn1nnnc1SCC(=O)NCc1cccc(C(=O)O)c1
  101 | -0.1
> Cc1ccc(Cl)cc1NC(=O)c1sc(-n2nc(C)c(Cc3ccc4c(c3)OCO4)c2C)nc1C
  108 | 0.5
> O=C1COc2ccc(-c3cc(-c4ccccc4)c4c(n3)-c3cc(Cl)ccc3OC4)cc2N1
  105 | -0.1
> COc1ccc(/C(O)=C(\C#N)c2nc3ccccc3[nH]2)cc1
  103 | 0.3
> CCc1ccc(OCC(=O)OC2CCS(=O)(=O)C2)cc1 (stereo unspecified)
  102 | 0.1
> CN1C(=O)C(Cc2cccs2)C(=O)N(C)C1=O
  102 | 0.1
> CC(=O)Nc1ccc(S(=O)(=O)C(F)F)cc1
  107 | 0.1
> COc1ccc(CSc2nnc3c4c5c(sc4nc(SC)n23)COC(C)(C)C5)cc1
  103 | 0.5
> O=C1CCN(C(=O)c2ccc(Cl)cc2)c2ccccc21
  100 | 0
> Cc1nnc(Sc2cc(C(=O)NCCN3CCOCC3)c3ccccc3n2)s1
  100 | -0.3
> O=C(CSc1nc2c([nH]c3ccccc32)c(=O)n1-c1ccccc1)N1CCOCC1
  108 | 0.3
> CCc1ccc2[nH]c(C)c(CN(C)C)c(=O)c2c1
  103 | 0.3
> CCOC(=O)N1CCc2c(sc(NCc3ccc(N(CC)CC)cc3)c2C(=O)Nc2cc(OC)ccc2OC)C1
  112 | 1.2
> O=C(O)C(C(=O)/C=C/c1ccc2c(c1)OCO2)=C1SCCS1
  98 | -0.3
> CCOC(=O)/C(C#N)=C/c1cn(CCC#N)nc1C
  105 | 0.2
> N/C(=N\OC(=O)c1cnc2n(c1=O)CCS2)c1ccc(C(F)(F)F)cc1
  105 | 1.1
> O=C(Nc1ccc(F)cc1F)c1noc2c1CCc1ccccc1-2
  106 | 0.4
> COC(Cn1c(-c2ccc(C)cc2)n[nH]c1=S)OC
  100 | -0.4
> COc1ccc(S(=O)(=O)N2CCN(c3ccc(F)cc3)CC2)cc1C(=O)N1CCOCC1
  102 | 0
> Cc1ccccc1OCC(=O)Nc1ccc(C(=O)OCc2cc(=O)n3ccsc3n2)cc1
  99 | -1.7
> Clc1ccc(-c2csc(=Nc3cccnc3)n2C2CC2)cc1
  100 | -0.4
> CSc1nc(N)cc(=O)[nH]1
  97 | -0.4
> COCCNc1oc(-c2ccc(COc3ccc(OC)cc3)o2)nc1C#N
  100 | -1.6
> N#CC1=C(N)Oc2c(ccc3ccccc23)C1c1ccsc1 (stereo unspecified)
  106 | 0.4
> COc1ccc(-n2nc3ccc(NC(=O)c4c(OC)cccc4OC)cc3n2)cc1
  107 | 0.5
> c1ccc(-c2nn3c(CN4CCOCC4)nnc3c3ccccc23)cc1
  101 | -0.3
> C/C(=N\NC(=S)Nc1cccc(C)c1C)c1ccc(S(=O)(=O)NCc2ccco2)cc1
  104 | 0
> CC(=O)Nc1ccc(-c2cn3cccc(C)c3n2)cc1
  105 | 0.7
> CC1CCCCN1S(=O)(=O)c1ccc(I)cc1 (stereo unspecified)
  101 | 0.2
> COc1ccc(-c2noc(-c3cc(C(C)C)[nH]n3)n2)cc1
  100 | -1.4
> CCC1CCCCN1C(=O)CSc1nc2ccccc2s1 (stereo unspecified)
  105 | 1.2
> CN1CCN(c2nc3c(c(=O)[nH]2)CCCC3)CC1
  105 | 0.2
> O=C(Nc1ccno1)NN1CCOCC1
  108 | 1.1
> O=C1NC(=S)N/C1=C/C=C/c1ccccc1
  104 | 0.8
> NS(=O)(=O)c1ccc(CNC(=O)/C=C/c2ccc3c(c2)OCO3)cc1
  103 | 0.2
> O=C(O)CC1Nc2ccccc2NC1=O (stereo unspecified)
  119 | 1.7
> COC(=O)c1ccc(NC(=O)CSc2nc3cc4ccccc4cc3[nH]2)cc1
  104 | 0
> COC(=O)c1ccccc1NC(=O)Cc1noc2ccc(C)cc12
  104 | -0.5
> COCCc1nnc(CCOC)n1N
  105 | 0.2
> Cc1cc(C(=O)COC(=O)C(C)N=C2NS(=O)(=O)c3ccccc32)c(C)n1C1CC1 (stereo unspecified)
  104 | 0.6
> O=C(NCC1CCCO1)c1ccc(Br)cc1 (stereo unspecified)
  102 | 0.1
> CCc1ccc(-c2ccc(C(=O)Oc3ccc(Br)cc3)cc2)nc1
  102 | -0.1
> O=C(CSc1n[nH]c(=O)n1C1CC1)c1ccc(N2CCOCC2)cc1
  104 | 0
> CC(=O)Nc1ccc(S(=O)(=O)NN2C(=O)/C(=C/c3ccco3)N=C2c2ccccc2)cc1C(=O)O
  100 | -0.3
> CC(C)N(C(=O)COc1ccc2ccccc2c1)C(C)C
  97 | -0.9
> COc1ccc(-c2noc(-c3cc4ccccc4o/c3=N\NS(=O)(=O)c3ccc(C)cc3)n2)cc1
  100 | -0.1
> O=C(O)CCC(=O)N1CCN(c2ccc(Nc3ccccc3)nn2)CC1
  105 | 1.7
> CC(=O)Nc1ccc2[nH]c(C)cc(=O)c2c1
  101 | -0.3
> OC1CCCN(CC(O)COc2c(Cl)cccc2Cl)C1 (stereo unspecified)
  100 | -0.2
> CCN1C(=O)c2ccccc2Sc2ccc(NC(=O)Nc3cccc([N+](=O)[O-])c3C)cc21
  102 | -1.3
> FC(F)n1nnn(-c2ccccc2)c1=S
  106 | 0.4
> O=C(NCc1ccc2c(c1)CCN2C(=O)c1ccc(F)cc1)c1cc2ccccc2[nH]1
  113 | 1.4
> COC(=O)CNc1cccc(C(F)(F)F)c1
  100 | -0.7
> NC(=O)NC(=O)Cn1ncc(Cl)c(Cl)c1=O
  95 | -1.3
> CC1CCC(Nc2ccc(S(=O)(=O)N3CCOCC3)cn2)CC1 (stereo unspecified)
  108 | -0.2
> Clc1cccc(C2NCc3ccccc3-n3cccc32)c1 (stereo unspecified)
  98 | -0.9
> Cc1nc(COC(=O)c2ccc3c(c2)S(=O)(=O)c2ccccc2C3=O)cs1
  103 | 0
> COc1cc2c(C)nc(C)c(C#N)c2cc1OC
  101 | -0.1
> CCOC(=O)c1c(N)sc2c1CCC(Sc1ccccc1)C2=O (stereo unspecified)
  111 | 0.9

# New compounds follow.
# Each structure is followed by: Polio RdRp inh | Polio RdRp inh FP z-score
> Cc1nn(S(=O)c2ccc3ccccc3c2)c(C)c1Sc1ccc(Cl)cc1 (stereo unspecified)
  99 | -0.3
> CN1C(=O)C(C)(C)c2cc(S(=O)(=O)NCc3ccc(C(=O)Nc4ccc(Cl)cc4)cc3)ccc21
  113 | -0.2
> O=C1SC(SCc2ccccc2)=N/C1=C\c1ccco1
  101 | 0.1
> Cc1cccc2sc(NC(=O)c3ccc(COc4ccc5ccccc5c4)o3)nc12
  104 | 0.9
> Cc1ccc(N2C(=O)N(Cc3cc(=O)oc4cc(C)ccc34)C(=O)C2C)cc1 (stereo unspecified)
  105 | 0.3
> COc1ccc(NS(=O)(=O)c2ccc3[nH]c4c(c3c2)CCCC4)c(OC)c1
  107 | 0.2
> Cc1ccc(N2CC(c3nc4ccccc4n3CCC3CCCCC3)CC2=O)cc1 (stereo unspecified)
  112 | 0.9
> O=C(Cn1cc(SCc2c(F)cccc2Cl)c2ccccc21)N1CCCC1
  115 | 0
> CCCCN1C(C(=O)c2ccccc2)=C(OC(C)=O)c2ccccc2S1(=O)=O
  108 | 0.2
> Cc1cc(Cl)ccc1NC(=O)Cc1ccc(NC(=O)N2CCCCc3ccccc32)cc1
  107 | 0.1
> CC1Cc2ccccc2N1C(=O)COC(=O)c1ccc(Cl)c(N)c1 (stereo unspecified)
  102 | 0.3
> COc1ccc(-n2cnc3cc(NS(=O)(=O)c4ccccc4)ccc32)cc1
  101 | -0.4
> O=C(NCCc1ccccc1)C1=CCN(S(=O)(=O)c2ccccc2)CC1
  104 | 1.2
> CCOC(=O)c1c(C)[nH]c(CCC(=O)Nc2ccc(C)c(F)c2)c1C
  108 | 0
> CCOC(=O)c1cnn(CCOC(=O)c2ccc(C)cc2)c1NC(=O)c1ccc(C)cc1
  100 | -0.2
> CCOc1ccc(CN2CCc3nc(Nc4ccc5c(c4)OCCO5)ncc3C2)cc1
  107 | 0.2
> Cc1ccc(-c2csc(-c3nnn(-c4cccc(Cl)c4)c3N)n2)cc1
  100 | -0.3
> Cc1c(C)n(Cc2ccc(F)cc2)c2ccc(C(=O)N3CCN(c4ccc(Cl)cc4)CC3)cc12
  108 | 0.3
> CC(=O)NCc1ccc(S(=O)(=O)N(C)C)cc1
  103 | 0.6
> CCN1CCN(CCNC(=O)c2cc(-c3ccccn3)nc3ccccc23)CC1
  99 | -0.9
> CCc1cc(C(=O)Nc2cnn(Cc3ccc(F)cc3)c2)no1
  105 | 0.3
> Cc1cc(-c2ccccc2)nc2c1/C(=N\O)CC(C)(C)C2
  107 | 0.6
> COc1ccc(C2C(C(=O)Nc3cccnc3)=C(C)Nc3nc(SCc4ccccc4)nn32)cc1 (stereo unspecified)
  106 | 0.4
> COc1ccc(-c2onc(C(F)(F)F)c2-c2cnn(-c3ccccc3)c2)c(O)c1
  99 | -0.1
> COc1ccc(N2CCN(C(=O)CNC(=O)c3ccccc3)CC2)cc1
  101 | -0.3
> COC(=O)c1ccc(CSCC(=O)Nc2ccc(C)c(C)c2)o1
  100 | -0.1
> O=c1cccc2n1CC1CC2CN(c2ncnc3c2cnn3-c2ccc(Cl)cc2)C1 (stereo unspecified)
  100 | -0.1
> O=C(Nc1ccc2nc(SCC(=O)N3CCOCC3)sc2c1)c1cccc(F)c1
  114 | 1.5
> O=C(Nc1ccccc1)C1CC2CCC1C2 (stereo unspecified)
  98 | -0.6
> NC(=O)c1cccc2ccccc12
  97 | -1.1

# Two compounds drawn at random from the list so far, as already listed:
# Each structure is followed by: Polio RdRp inh | Polio RdRp inh FP z-score
> CCCCN1C(C(=O)c2ccccc2)=C(OC(C)=O)c2ccccc2S1(=O)=O
  108 | 0.2
> O=c1cccc2n1CC1CC2CN(c2ncnc3c2cnn3-c2ccc(Cl)cc2)C1 (stereo unspecified)
  100 | -0.1

# Remaining list, next part
Molecule	Polio RdRp inh	Polio RdRp inh FP z-score
O=C(Nc1ccncc1)c1cc2c(s1)CCC2	103	0.4
COc1ccccc1Oc1ccccc1C(=O)N1CCCCCC1	106	1.5
COc1ccc(S(=O)(=O)N(CC(=O)Nc2ccc3c(c2)OCO3)c2ccccc2)cc1	100	-0.5
O=C(CSc1nc(=O)n(Cc2ccncc2)c2c1CCC2)Nc1ccc(F)cc1F	110	0.8
Cc1ccc(NCc2ccc3c(c2)OCO3)cc1	103	0.4
COc1ccccc1C(=O)N1c2ncnn2C2(CCCCC2)[C@@H]2CCCC[C@@H]21	95	-0.8
COc1ccc(-n2c(N)cc(=O)[nH]c2=O)cc1	102	-0.3
Cc1[nH]c2ccc(C(=O)Nc3ccccc3F)cc2c1C	102	0.5
Cc1ccc(-n2nc(C(=O)N3CCCC(C)C3)c3c4ccccc4n(C)c3c2=O)cc1 (stereo unspecified)	102	0.5
Cc1cc2occ(CC(N)=O)c2cc1Cl	100	-0.8
CCCn1c(-c2ccccc2Cl)nc2ccccc21	102	0.1
COc1c[nH]n(-c2ccccc2)c(=O)c1=O	99	-0.5
CCOc1ccccc1Oc1nc(C)nc2c1oc1ccccc12	112	1.1
COc1ccc(OC)c(NC(=O)CCc2c(C)nn(-c3ccc(N4CCCC4)nn3)c2C)c1	116	2
Cc1c(Br)c(C(F)(F)F)nn1CC(N)=O	101	-0.2
O=C(c1ncc[nH]1)c1ccccc1C(=O)N1CCCC1	101	0
CCOC(=O)C1CCN(c2cc(C(F)(F)F)nc3ccc(Br)cc23)CC1	105	1
COc1ccc(Nc2nc(C(=O)N3CCN(C)CC3)cs2)cc1	109	0.6
Cc1cc(NC(=O)c2cccn(Cc3ccccc3)c2=O)no1	108	0.5
CC1CCN(CCC(=O)Nc2ccc3c(c2)OCO3)CC1	102	-0.2
N/C(=N\OC(=O)C12CC3CC(CC(C3)C1)C2)c1cccnc1	99	-1.1
O=C(NCCCN=C1NS(=O)(=O)c2ccccc21)c1ccncc1	102	0.2
CNC(=O)c1cnc2sc(N3CCCCCC3)nn2c1=O	103	-0.2
CCN1CCN(c2ccc(NC(=O)c3cccc(Cl)c3Cl)cc2)CC1	100	-0.5

# Rewritten field by field: four of the compounds above.
Compound: O=C(NCCCN=C1NS(=O)(=O)c2ccccc21)c1ccncc1
  Polio RdRp inh: 102; Polio RdRp inh FP z-score: 0.2
Compound: Cc1c(Br)c(C(F)(F)F)nn1CC(N)=O
  Polio RdRp inh: 101; Polio RdRp inh FP z-score: -0.2
Compound: CCOC(=O)C1CCN(c2cc(C(F)(F)F)nc3ccc(Br)cc23)CC1
  Polio RdRp inh: 105; Polio RdRp inh FP z-score: 1
Compound: O=C(c1ncc[nH]1)c1ccccc1C(=O)N1CCCC1
  Polio RdRp inh: 101; Polio RdRp inh FP z-score: 0

# The main list resumes, starting 3 compounds before the break.
Molecule	Polio RdRp inh	Polio RdRp inh FP z-score
O=C(NCCCN=C1NS(=O)(=O)c2ccccc21)c1ccncc1	102	0.2
CNC(=O)c1cnc2sc(N3CCCCCC3)nn2c1=O	103	-0.2
CCN1CCN(c2ccc(NC(=O)c3cccc(Cl)c3Cl)cc2)CC1	100	-0.5
CCC(Sc1nc2nccnc2c(=O)n1Cc1ccccc1Cl)C(=O)NC1CCCCC1 (stereo unspecified)	113	1.2
O=C(NCc1cccc(Cl)c1)c1ccc2c(c1)nc1n2CCOC1	113	1.1
COc1cc(OC)c(C2=NOC(C(=O)Nc3cc(C)n(CC(=O)NCc4ccco4)n3)C2)cc1Cl (stereo unspecified)	104	2
CC1CCN(C(=O)CC(C(=O)N2CCc3ccccc32)n2ccnc2)CC1 (stereo unspecified)	100	-0.3
CCN(Cc1ccccc1)C(=O)Cn1c(=O)n(-c2cccc(OC)c2)c(=O)c2sccc21	98	-1.7
CCN(CC)CCOC(=O)c1ccc(Nc2c3c(nc4ccccc24)CCC3)cc1	105	0.1
CCOc1ccccc1NC(=O)C(=O)c1cc(C)n(-c2cccc(C)c2C)c1C	106	-0.2
c1ccc(CN2CN=C(Nc3nc4ccccc4o3)NC2)cc1	104	0.6
CC(=O)NC(C(=O)NCc1ccc(C)cc1)C(C)C (stereo unspecified)	103	0.1
Cc1cccc(N/C(N)=N/c2nc(C(F)(F)F)cc(=O)[nH]2)c1	98	-0.4
C=CCNS(=O)(=O)/C=C/c1ccccc1	105	0.3
Cn1c(=O)n(C)c2cc(CNCc3ccccc3)ccc21	107	0
O=C(COCc1cc(-c2ccco2)on1)NCC1CCCO1 (stereo unspecified)	101	-0.1
